NFkB transloc inh: inhibitors of IL-1B driven NFkB p65 nuclear import, primary screen, imaging, HUVEC, IL-1B stimulus, high-content imaging; AID 796, 2007; HUVEC IL-1B NFkB p65 nuclear translocation imaging; inhibition, % at 2 µM; hit rate 0.43% among 94,000;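 active = inhibition above about 30% together with a positive call from visual inspection of the well image, limit read from the data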;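 also: nuclear over cytoplasmic p65 intensity ratio measured by imaging; 0% = IL-1B stimulated DMSO wells and 100% = unstimulated DMSO wells; values of inactives mirror those of a sister screen read the other way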
IL1B NFkB pot: enhancers of NFkB p65 translocation in HUVEC – imaging, IL-1B stimulus, high-content imaging, primary screen; hit rate 0.3% among 94,000; activation, % at 2 µM; HUVEC IL-1B NFkB p65 nuclear translocation imaging; AID 819, 2007;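 active = activation above 40%, about the mean plus 3 SD, also judged a hit on visual image review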;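 also: percent activation is computed from the nuclear over cytoplasmic p65 intensity ratio; values of inactives mirror those of a sister screen read the other way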
PLAP inhibitors HTS: PLAP enzyme inhibitors, biochemical, luminescence, HTS (AID 690); purified PLAP, luminescent substrate; higher % means a stronger effect; inhibition, % at 20 µM, or IC50 in µM where a hit was titrated; hit rate 0.08% among 96,000; in the data active = a potency from the dose series; inactive = the rest, 99 in 100 with inhibition below about 30%; also: strong numbers were not always called active
Bcl-B displacement: displacers of TR3 peptide from Bcl-B, primary screen, selectivity assay for Bfl-1 inhibitor project, biochemical, fluorescence polarization; Bcl-2-like protein 10 (Homo sapiens); FP displacement of FITC-TR3 peptide from Bcl-B; higher % means a stronger effect; displacement, % at 20 µM; hits with a dose series show IC50 in µM; hit rate 0.11% among 96,000;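 active = displacement above 50% at 20 µM plus a fluorescence interference ratio under 1.5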;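 also: plate controls were wells without compound for no effect and wells lacking Bcl-B protein for full effect; a part of the inactive calls stands beside numbers as strong as those of hits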
MRP reversal: reversal of MRP1-mediated doxorubicin resistance, primary screen, H69AR cells, doxorubicin co-treatment. AID 602, 2007. H69AR cells + 2 uM doxorubicin, CellTiter-Glo, 72 h. differential viability (reversal), % at 10 µM. hit rate 0.04% among 85,000;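 active = viability drop by adding the cancer drug above about 55%, with treated viability meeting a 40% cutoff, limit read from the data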;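 also: viability without doxorubicin minus viability with 2 µM doxorubicin for each compound; larger differential means the compound sensitizes cells more to doxorubicin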
MRP reversal cytotoxicity: recorded beside MRP reversal, whose call it bears; viability, %; H69AR cells, CellTiter-Glo, 72 h; measured here: cytotoxicity without doxorubicin
MRP reversal with doxorubicin: second read-out of MRP reversal, no call of its own (marks repeat the call); viability, %; measured here: viability with 2 uM doxorubicin; stronger effect = lower value
NFkB transloc inh cell count 2 µM: further read-out of NFkB transloc inh, marked with its call; cell count; measured here: cells passing quality filter;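 raw number of nuclei counted in each imaged well without normalization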
IL1B NFkB pot cell count 2 µM: also measured in IL1B NFkB pot; calls as there; cell count; measured here: cells passing quality filter
The depositor's hits bear a star; / = not tested or not shown. Not all compounds are listed; the hit share may differ from the screen's.

SMILES	NFkB transloc inh	NFkB transloc inh cell count 2 µM	IL1B NFkB pot	IL1B NFkB pot cell count 2 µM	PLAP inhibitors HTS	Bcl-B displacement	MRP reversal	MRP reversal cytotoxicity	MRP reversal with doxorubicin
N#CC1=C(N)Oc2c(c(=O)oc3ccccc23)C1c1ccncc1 (configuration not stated)	4	178	-4	178	5%	-3%	/	/	/
COC(=O)N(c1ccc(OC)cc1)P1(=S)OCCC(C)O1 (configuration not stated)	-11	144	11	144	16%	-4%	/	/	/
COC(=O)CC1(Cc2ccccc2)C(=O)NC(=O)NC1=O	-6	148	6	148	-4%	5%	9	91	81
O=C1CN=C(c2ccc(Br)cc2)c2oc3ccccc3c2N1	6	159	-7	159	10%	-6%	/	/	/
O=P(c1ccccc1)(c1ccccc1)N1CCCCC1	/	/	/	/	-37%	-4%	/	/	/
CC1C(c2cccs2)=[N+]([O-])C(C)(C(=O)c2ccc(Cl)cc2)N1O (configuration not stated)	-4	79	4	79	/	/	/	/	/
CCOc1ccc(-n2c(O)c(C=Nc3ccc(N4CCOCC4)cc3)c(=O)[nH]c2=O)cc1	9	126	-9	126	-20%	-16%	-14	75	88
COc1cc(C(c2c(C)[nH]n(-c3ccccc3)c2=O)c2c(C)[nH]n(-c3ccccc3)c2=O)cc(OC)c1OC	3	111	-3	111	/	-14%	/	/	/
N#Cc1ccccc1Cn1cc(C(=O)C2CC2)c2ccccc21	-29	143	29	143	24%	0%	-35	54	89
NS(=O)(=O)c1ccc(N=Cc2c(O)n(C3CCCCC3)c(=O)n(C3CCCCC3)c2=O)cc1	/	/	/	/	-89%	-28%	-1	1	2
CC(=NCC1CCCO1)c1c(O)n(-c2ccccc2)c(=O)[nH]c1=O (configuration not stated)	5	176	-5	176	-14%	-6%	-8	89	97
O=C1CC(=O)N(c2cccc(Cl)c2)C(=O)N1	2	128	-2	128	4%	1%	-2	97	99
COc1cccc(NC(=O)CN2CC(c3ccccc3)CC2=O)c1 (configuration not stated)	-35	199	35	199	-37%	11%	-1	93	94
COc1ccc(CCNC(=O)c2c(N)n(CCN3CCOCC3)c3nc4ccccc4nc23)cc1OC	2	152	-2	152	-36%	-1%	-17	12	29
CC(N)Cc1ccccc1Sc1ccc(O)cc1 (configuration not stated)	13	113	-13	113	8%	-4%	/	/	/

Compound profiles, as listed above:
Profile of NS(=O)(=O)c1ccc(N=Cc2c(O)n(C3CCCCC3)c(=O)n(C3CCCCC3)c2=O)cc1 → NFkB transloc inh = /; NFkB transloc inh cell count 2 µM = /; IL1B NFkB pot = /; IL1B NFkB pot cell count 2 µM = /; PLAP inhibitors HTS = -89%; Bcl-B displacement = -28%; MRP reversal = -1; MRP reversal cytotoxicity = 1; MRP reversal with doxorubicin = 2
Profile of CC(=NCC1CCCO1)c1c(O)n(-c2ccccc2)c(=O)[nH]c1=O (configuration not stated) → NFkB transloc inh = 5; NFkB transloc inh cell count 2 µM = 176; IL1B NFkB pot = -5; IL1B NFkB pot cell count 2 µM = 176; PLAP inhibitors HTS = -14%; Bcl-B displacement = -6%; MRP reversal = -8; MRP reversal cytotoxicity = 89; MRP reversal with doxorubicin = 97

Following part
SMILES	NFkB transloc inh	NFkB transloc inh cell count 2 µM	IL1B NFkB pot	IL1B NFkB pot cell count 2 µM	PLAP inhibitors HTS	Bcl-B displacement	MRP reversal	MRP reversal cytotoxicity	MRP reversal with doxorubicin
O=C(Nc1ccc(OC(=O)N2CCCC2)cc1)N1CCOCC1	-6	179	6	179	/	/	1	86	84
Cc1ccsc1-c1nc(CSCC(=O)N2CCC3(CC2)OCCO3)c(C)o1	/	/	/	/	-38%	-11%	12	101	89
CCCCc1nc2ccccc2c(=O)n1-c1ccccc1[N+](=O)[O-]	0	134	0	134	19%	-8%	/	/	/
CCOC(=O)/C(CCCN(CC)CC)=N\O	0	138	0	138	25%	2%	27	101	74
O=C(CN1CCN(CCO)CC1)Nc1ccc(Cl)cc1C(=O)c1ccccc1	-1	139	1	139	/	/	-11	66	77
O=C1NC(=O)C2(Cc3c(nc4ccccn4c3=O)N3CCCCCC32)C(=O)N1Cc1ccccc1 (configuration not stated)	0	128	0	128	-71%	-48%	-18	45	64
Cc1ccc(CCN2CC(C(=O)N3CCC4(CC3)OCCO4)CC2=O)cc1 (configuration not stated)	-26	126	26	126	-11%	-11%	5	97	92
O=C(CN1C2CCC1CC(O)(c1cccnc1)C2)Nc1ccc2c(c1)OCO2 (configuration not stated)	-12	123	12	123	9%	-6%	/	/	/
CCOP(=O)(OCC)C(NC(=O)c1ccc(Cl)cc1)=C(Cl)Cl	-1	155	0	127	18%	-8%	/	/	/
CC(=O)NC1CC2CCC(C1)N2 (configuration not stated)	-25	102	25	102	-10%	0%	9	97	88
COc1ccc(Nc2ncc(C(=O)N3CCC4(CC3)OCCO4)c3ccccc23)cc1	/	/	/	/	-42%	-2%	/	/	/
Cc1cc(OC(=O)c2ccco2)c2c3c(c(=O)oc2c1)CCC3	12	84	-12	84	-15%	-5%	20	94	74
O=C(Nc1ccc(Br)cc1)c1nn(C23CC4CC(CC(C4)C2)C3)cc1Br	2	91	-2	91	16%	0%	/	/	/
CCOC(=O)c1c(NC(=O)c2c(N)n(CCCOC)c3nc4ccccc4nc23)sc2c1CCCC2	3	164	-3	164	10%	-16%	-23	11	33
CCOC(=O)c1c(-c2ccccc2)oc2ccc(OC(=O)N(C)C)cc12	-11	56	11	56	-2%	-20%	-20	58	78
CCOC(=O)C1C(=O)NC23CCCC2C1c1ccccc1O3 (configuration not stated)	-1	107	1	107	1%	1%	10	92	82
COC(=O)c1ccccc1OP1(=O)COc2ccccc2OC1	6	101	-6	101	8%	-10%	-10	96	106
CCCCn1c(N)c(C(=O)NCc2cccs2)c2nc3ccccc3nc21	9	188	-9	188	-9%	-14%	-12	35	48
Nc1ccnn1C1CCNCC1	-4	155	5	155	-6%	-1%	15	92	78
O=C(O)c1cc2ccccc2oc1=O	11	163	-11	163	3%	-7%	-1	105	106
Cc1cccc(CN2CCN(CC(=O)N3CCC4(CC3)OCCO4)C2=O)c1	-33	191	33	191	-60%	1%	4	96	93
COCCCn1c(N)c(C(=O)OCCOC)c2nc3ccccc3nc21	/	/	/	/	-69%	-10%	3	86	83
CC1(C)COC(Nc2ccc(Cl)cc2)=N1	4	170	-4	170	-10%	-20%	-16	95	111
CCSP1(=S)N=C(N2CCOCC2)C(C#N)=C2CCCN21 (configuration not stated)	3	171	-3	171	-44%	6%	/	/	/
CCOC(=O)CC1=C(C(=O)OCC)C2(C(=O)Nc3ccccc32)C(C#N)=C(N)O1 (configuration not stated)	9	134	-9	134	2%	-6%	7	82	75
COCCCn1c(N)c(C(=O)NCCC(C)C)c2nc3ccccc3nc21	-8	164	8	164	-32%	-5%	-38	18	56
CC(O)(CS(=O)(=O)c1cccc(C(F)(F)F)c1)C(=O)Nc1ccc(C(F)(F)F)cc1 (configuration not stated)	10	128	-10	128	-15%	11%	/	/	/
Cc1cc(OCc2nn[nH]n2)c2c3c(c(=O)oc2c1)CCC3	1	171	-1	171	-3%	10%	6	93	87
CC(=O)c1c(C)n(CCCOC(C)C)c2ccc(O)cc12	-18	130	18	130	6%	-5%	-1	72	73
O=c1cc(C2CCNCC2)[nH][nH]1	-12	183	11	183	15%	6%	-15	92	107

16 of the compounds above, bar-delimited.
mol | NFkB transloc inh | NFkB transloc inh cell count 2 µM | IL1B NFkB pot | IL1B NFkB pot cell count 2 µM | PLAP inhibitors HTS | Bcl-B displacement | MRP reversal | MRP reversal cytotoxicity | MRP reversal with doxorubicin
Cc1ccc(CCN2CC(C(=O)N3CCC4(CC3)OCCO4)CC2=O)cc1 (configuration not stated) | -26 | 126 | 26 | 126 | -11% | -11% | 5 | 97 | 92
O=C(CN1C2CCC1CC(O)(c1cccnc1)C2)Nc1ccc2c(c1)OCO2 (configuration not stated) | -12 | 123 | 12 | 123 | 9% | -6% | / | / | /
CCOP(=O)(OCC)C(NC(=O)c1ccc(Cl)cc1)=C(Cl)Cl | -1 | 155 | 0 | 127 | 18% | -8% | / | / | /
CC(=O)NC1CC2CCC(C1)N2 (configuration not stated) | -25 | 102 | 25 | 102 | -10% | 0% | 9 | 97 | 88
COc1ccc(Nc2ncc(C(=O)N3CCC4(CC3)OCCO4)c3ccccc23)cc1 | / | / | / | / | -42% | -2% | / | / | /
Cc1cc(OC(=O)c2ccco2)c2c3c(c(=O)oc2c1)CCC3 | 12 | 84 | -12 | 84 | -15% | -5% | 20 | 94 | 74
O=C(Nc1ccc(Br)cc1)c1nn(C23CC4CC(CC(C4)C2)C3)cc1Br | 2 | 91 | -2 | 91 | 16% | 0% | / | / | /
CCOC(=O)c1c(NC(=O)c2c(N)n(CCCOC)c3nc4ccccc4nc23)sc2c1CCCC2 | 3 | 164 | -3 | 164 | 10% | -16% | -23 | 11 | 33
CCOC(=O)c1c(-c2ccccc2)oc2ccc(OC(=O)N(C)C)cc12 | -11 | 56 | 11 | 56 | -2% | -20% | -20 | 58 | 78
CCOC(=O)C1C(=O)NC23CCCC2C1c1ccccc1O3 (configuration not stated) | -1 | 107 | 1 | 107 | 1% | 1% | 10 | 92 | 82
COC(=O)c1ccccc1OP1(=O)COc2ccccc2OC1 | 6 | 101 | -6 | 101 | 8% | -10% | -10 | 96 | 106
CCCCn1c(N)c(C(=O)NCc2cccs2)c2nc3ccccc3nc21 | 9 | 188 | -9 | 188 | -9% | -14% | -12 | 35 | 48
Nc1ccnn1C1CCNCC1 | -4 | 155 | 5 | 155 | -6% | -1% | 15 | 92 | 78
O=C(O)c1cc2ccccc2oc1=O | 11 | 163 | -11 | 163 | 3% | -7% | -1 | 105 | 106
Cc1cccc(CN2CCN(CC(=O)N3CCC4(CC3)OCCO4)C2=O)c1 | -33 | 191 | 33 | 191 | -60% | 1% | 4 | 96 | 93
COCCCn1c(N)c(C(=O)OCCOC)c2nc3ccccc3nc21 | / | / | / | / | -69% | -10% | 3 | 86 | 83

(further entries)
SMILES	NFkB transloc inh	NFkB transloc inh cell count 2 µM	IL1B NFkB pot	IL1B NFkB pot cell count 2 µM	PLAP inhibitors HTS	Bcl-B displacement	MRP reversal	MRP reversal cytotoxicity	MRP reversal with doxorubicin
Cc1oc2ccc(OC(=O)N(C)C)cc2c1C(=O)OC(C)C	2	152	-2	152	-38%	-2%	12	96	84
CC1CN(C)C(C)(C)CC1(O)c1ccccc1 (configuration not stated)	-5	170	6	86	24%	-12%	-12	98	110
COc1ccc(CCNCc2ccncc2)cc1OC	-10	157	10	157	-16%	2%	/	/	/
Cc1cc(OCC(=O)OC(C)(C)C)c2c3c(c(=O)oc2c1)CCC3	/	/	/	/	-2%	-4%	9	89	80
CN1CCN(Cc2cc(C(C)(C)C)c(O)c(C(C)(C)C)c2)CC1	9	157	-9	157	-45%	4%	-7	96	103
CN1CCN(c2ccc(NC(=O)Oc3ccccc3)cc2)CC1	-6	160	5	160	-2%	13%	-6	99	105
COC(=O)C(O)(c1cn(C)c2ccccc12)C(F)(F)F (configuration not stated)	-4	110	4	110	5%	4%	-1	110	111
OC1(c2cccnc2)CC2CCC(C1)N2Cc1nnnn1Cc1ccccc1 (configuration not stated)	2	74	-2	74	2%	3%	-3	72	75
Cn1c(O)c(/C=N/c2ccccn2)c(=O)n(C)c1=O	/	/	/	/	0%	0%	-26	84	110
O=C(NC[P+](=O)O)OCc1ccccc1	18	112	-18	112	9%	2%	-25	87	112
O=C(COc1ccc(Br)cc1)N1CCN(Cc2ccncc2)CC1	-11	156	11	156	-6%	-4%	13	97	84

Screens from PubChem.
